# TMEM16A act: mouse TMEM16A channel activation, primary screen. hit rate 0.3% among 340,000. AID 623877. B-score at 10 µM. Q8BHY3. HEK293 TMEM16A/YFP-H148Q/I152L, iodide quench fluorescence; active compounds read low;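 active = fluorescence-ratio B-score plate-corrected deviation score at least 3 library SD below zero, with starting fluorescence score within 5 deviations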;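 note: channel opened by trigger with iodide after compound preincubation; score built on the fluorescence ratio of max minus min over baseline; more negative score means more quench and so TMEM16A activation or potentiation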
# RGS4 block: human RGS4 inhibition. HEK293 M3R/RGS4 inducible, Fluo-4 calcium flux; active compounds read high; triggered by carbachol at its EC20. B-score at 10 µM. hit rate 0.45% among 310,000;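 active = B-score, a plate-corrected calcium signal, over three deviations above library mean, with baseline fluorescence within five deviations of library mean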;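 note: RGS4 expression induced by doxycycline in cells with stable M3 receptor; B-score is computed from the integrated fluorescence ratio over baseline after carbachol; higher B-score means a larger calcium signal and so more RGS4 inhibition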
# MrgX1 allo act: allosterically activates human MrgX1 receptor signaling; Q96LB2; MrgX1-HEK293, Fluo-4 calcium flux, FDSS; active compounds read high; B-score at 10 µM; hit rate 0.63% among 310,000; AID 588675;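 active = plate-corrected calcium response at least 3 library SD above typical, normal starting fluorescence, not activating the receptor alone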;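 note: compound read alongside a low EC10 to EC30 dose of BAM8-22 agonist; peak minus trough fluorescence over baseline measured at the second addition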
# ANO1 block: blocks the mouse calcium-activated chloride channel TMEM16A. Q8BHY3. HEK293 TMEM16A/YFP iodide influx fluorescence, ionomycin. normalized B-score (activity score, 25-100; higher = stronger inhibition) at 10 µM. hit rate 1.2% among 310,000. AID 588511;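 active = ratio plate-corrected score three or more library SD toward inhibition, starting fluorescence score within five deviations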;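 note: score derived from kinetic fluorescence span divided by baseline fluorescence per well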
# KCNK9 inh: inhibitors of human KCNK9 two-pore domain potassium channel; Q9NPC2; HEK293 KCNK9, FluxOR thallium flux fluorescence; active compounds read low; B-score at 10 µM; hit rate 1.2% among 310,000;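 active = ratio B-score over 3 SD below the library mean, with starting fluorescence within 5 SD of its mean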;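 note: negative B-score means less thallium flux so channel inhibition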
# RGS4 pot: potentiators or activators of RGS4 | HEK293 M3R/inducible RGS4, carbachol calcium flux Fluo4; active compounds read low | B-score at 10 µM | hit rate 0.92% among 310,000 | AID 463111;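 active = B-score of the integrated calcium signal more than 4 SD below the library mean, with starting fluorescence not abnormally high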;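 note: negative B-score means reduced calcium response which marks RGS4 activation or potentiation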
#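 System: HEK293 FlpIn-TREx cells, stable M3R, doxycycline-inducible RGS4. Timing: overnight RGS4 induction, 30 min dye load 37 °C, 20 min compound RT. Also added: carbachol, ECmax concentration. Measured by: Fluo4 fluorescence kinetic imaging of calcium. Evaluation: integrated calcium ratio converted to B score.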
# MrgX1 ag: agonists of human MrgX1 receptor. Q96LB2. MrgX1-HEK293 cells, Fluo-4 calcium fluorescence, agonist mode; active compounds read high. B-score at 10 µM. hit rate 0.44% among 310,000. AID 588627;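 active = calcium response B-score plate-corrected fluorescence ratio at least 3 library SD, with starting fluorescence B-score inside 5 SD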
#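 Material: MrgX1-expressing HEK293 cells / Dosing: compound as first of three additions / Incubation: overnight seeding, then 1 h dark dye loading / Signal: Fluo-4 NW calcium fluorescence / Evaluation: B-scored fluorescence response ratio / Benchmarks: positive and negative control wells on each plate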
# KCNQ1 block: inhibitors of human KCNQ1 potassium channel; P51787; CHO-K1 KCNQ1, FluxOR thallium flux fluorescence; active compounds read high; B-score at 10 µM; hit rate 1.3% among 310,000; AID 2642;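 active = compounds whose thallium flux B-score, printed positive for inhibition, exceeds three library SD while starting fluorescence stays within three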;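 note: channel opened by potassium depolarization with thallium stimulus after 20 min compound exposure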
# hERG rescue: shields human hERG channel from block by proarrhythmic agents. Q12809. CHO-hERG, FluxOR thallium flux, dofetilide IC70 present. activation (rescue from dofetilide block), less the hit threshold, % at 10 µM. hit rate 0.51% among 310,000. AID 1511;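 active = activation above the mean of controls blocked by dofetilide plus 5 SD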;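 note: thallium influx through hERG after potassium depolarization seen as dye fluorescence rise; in these data hits start at about 4.7%; inactives centre near -7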
# Target sequence (Q12809 whole entry, looked up): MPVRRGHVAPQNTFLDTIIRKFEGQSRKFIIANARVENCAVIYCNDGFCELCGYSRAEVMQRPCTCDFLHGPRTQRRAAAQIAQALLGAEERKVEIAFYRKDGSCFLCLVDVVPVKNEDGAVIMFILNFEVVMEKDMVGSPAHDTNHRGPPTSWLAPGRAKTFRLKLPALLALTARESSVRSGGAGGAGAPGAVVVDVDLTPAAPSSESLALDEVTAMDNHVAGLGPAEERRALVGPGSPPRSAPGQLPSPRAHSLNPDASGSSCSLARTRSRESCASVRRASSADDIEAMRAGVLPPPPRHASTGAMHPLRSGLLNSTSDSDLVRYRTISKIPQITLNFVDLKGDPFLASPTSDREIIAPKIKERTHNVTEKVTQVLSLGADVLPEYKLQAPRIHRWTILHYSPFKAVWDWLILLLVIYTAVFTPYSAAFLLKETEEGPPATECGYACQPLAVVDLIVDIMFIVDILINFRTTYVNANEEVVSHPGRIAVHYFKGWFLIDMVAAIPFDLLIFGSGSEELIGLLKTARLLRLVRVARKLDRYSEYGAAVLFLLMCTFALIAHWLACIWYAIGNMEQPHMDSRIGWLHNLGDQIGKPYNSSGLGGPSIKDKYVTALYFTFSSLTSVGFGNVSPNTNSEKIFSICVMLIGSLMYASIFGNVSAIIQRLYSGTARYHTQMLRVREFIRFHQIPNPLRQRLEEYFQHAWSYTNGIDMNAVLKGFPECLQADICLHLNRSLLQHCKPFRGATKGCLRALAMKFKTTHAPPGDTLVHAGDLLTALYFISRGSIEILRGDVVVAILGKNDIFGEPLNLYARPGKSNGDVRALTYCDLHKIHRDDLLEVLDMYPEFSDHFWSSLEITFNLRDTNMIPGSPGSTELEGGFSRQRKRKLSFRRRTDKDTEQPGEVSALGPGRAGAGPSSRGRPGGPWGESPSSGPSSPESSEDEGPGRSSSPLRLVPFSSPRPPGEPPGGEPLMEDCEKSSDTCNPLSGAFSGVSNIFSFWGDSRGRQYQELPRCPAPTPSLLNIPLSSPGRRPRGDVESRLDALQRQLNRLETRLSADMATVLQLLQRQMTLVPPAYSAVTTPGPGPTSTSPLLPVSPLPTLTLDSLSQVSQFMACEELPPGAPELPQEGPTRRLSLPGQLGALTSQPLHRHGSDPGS
# KCNK3 inh: human KCNK3 channel inhibition, primary screen; O14649; CHO-KCNK3 thallium flux, FluxOR fluorescence; active compounds read low; B-score at 10 µM; hit rate 0.84% among 340,000; AID 602410;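 active = B-score under library mean minus 4 SD, starting fluorescence ratio at most library mean plus 5 SD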;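 note: more negative B-score means stronger inhibition of thallium flux through KCNK3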
# KCNQ1 pot: human KCNQ1 channel potentiation or activation. CHO-K1 KCNQ1, thallium flux FluxOR fluorescence; active compounds read high. B-score at 10 µM. hit rate 0.35% among 310,000. AID 2648;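 active = fluorescence ratio B-score, a plate-corrected score, at least three library SD, with initial intensity B-score within 5 SD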
#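 Assay system: stable KCNQ1 CHO-K1 line; medium: assay buffer, equal DMSO in all wells; timing: 90 min dye loading and 20 min compound exposure, both at room temperature; technique: kinetic FluxOR thallium fluorescence, 10-s 1-Hz baseline, 110-s post-stimulus read; read-out basis: B score of baseline-normalized fluorescence ratio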
# An asterisk follows results filed as active; i = inactive; x = no result given.
SMILES,TMEM16A act,RGS4 block,MrgX1 allo act,ANO1 block,KCNK9 inh,RGS4 pot,MrgX1 ag,KCNQ1 block,hERG rescue,KCNK3 inh,KCNQ1 pot
COc1cc(C(O)P(=O)(OCCC(C)C)c2ccc(N(C)C)cc2)cc(OC)c1OC (stereo not drawn),i,i,i,i,i,i,i,i,-9.7,i,i
O=S(=O)(Nc1cccc2ccccc12)c1cccc2nonc12,i,i,i,i,i,i,i,i,-10.9,i,i
O=C(Nc1ccccn1)c1ccc(COc2ccccc2Cl)o1,i,i,i,i,i,i,i,i,-10.1,i,i
CCCCC(NS(=O)(=O)c1ccc(C)cc1)C(=O)Oc1ccc2c3c(c(=O)oc2c1)CCC3 (stereo not drawn),i,i,i,i,i,i,i,i,-11.9,i,i
CCOCCCNC(=O)C(c1ccc(Cl)cc1)N(Cc1cccs1)C(=O)c1ccccn1 (stereo not drawn),i,i,i,i,i,i,i,i,-31.9,i,i
CCCN(CCC)Cc1cc2ccccc2c2c1COC2,i,i,i,i,i,i,i,i,-1.7,i,i
C=CCc1ccccc1OCC(CN1CCCCC1)OC(C)=O (stereo not drawn),i,i,i,i,i,i,i,i,-7.7,i,i
COc1ccc(CNC(=O)c2noc3c2CCCC3)cc1,i,i,i,i,i,i,i,i,-9.1,i,i
O=C(Cn1nnc2ccccc2c1=O)N[C@H](C(=O)O)c1ccccc1,i,i,i,i,i,i,i,i,-14.0,i,i
COc1ccc2oc(C(=O)OCC(=O)NCCN3C(=O)CSC3=O)c(C)c2c1,i,i,i,i,i,i,i,i,-10.8,i,i
Cc1cc(=O)oc2cc(OCC(=O)Nc3nccs3)ccc12,i,i,i,i,i,i,i,i,-10.1,i,i
Cc1onc(-c2c(F)cccc2Cl)c1C(=O)OCC(=O)Nc1c(C)n(C)n(-c2ccccc2)c1=O,i,i,i,i,i,i,i,i,-13.8,i,i
O=C(CCCC(=O)Nc1ccccc1Br)N/N=C/c1c(F)cccc1Cl,i,i,i,i,i,i,i,i,-4.9,i,i
O=C(CSc1nnc(COc2ccccc2)n1-c1ccccc1)c1ccccc1,i,i,i,i,i,i,i,i,-11.0,i,i
O=C1NC(c2cc3c(cc2Cl)OCO3)Oc2ccccc21 (stereo not drawn),i,i,i,i,i,i,i,i,-10.0,i,i
O=C(Nc1ccc(O)cc1)/C(=C\c1cccs1)NC(=O)c1ccccc1,i,i,i,i,i,i,i,i,-10.1,i,i
Cn1c2c(c(=O)n(C)c1=O)CN(Cc1ccc(F)cc1)CN2,i,i,i,i,i,i,i,i,2.6,i,i
Cc1ccc(S(=O)(=O)NC(C)C(=O)NC2CCCCCC2)cc1 (stereo not drawn),i,i,i,i,i,-7.24*,i,i,-6.3,i,i
CCCc1nc2ccccc2n1CCOc1ccccc1,i,i,i,i,i,i,i,i,-13.3,i,i
Cc1cccc(C(=O)NCCNC(=O)c2cccc(C)c2)c1,i,i,i,i,i,i,i,i,-2.9,i,i
COc1ccc(N2CCN(C(=O)CNC(=O)c3cn(-c4ccccc4OC)c(=O)c4ccccc34)CC2)cc1,i,i,i,i,i,i,i,i,-19.3,i,i
Cc1cccc(NC(=O)CN2C(=O)N/C(=C\c3ccc(-c4cccc(C(=O)O)c4)o3)C2=O)c1,i,i,i,i,i,i,i,i,-15.0,i,i
CNc1ccc(/C=C/C(=O)c2cccc3ccccc23)cc1[N+](=O)[O-],i,i,i,i,-10.7*,i,i,i,-12.0,i,i
Cc1ccsc1CN(C)C(=O)c1ccc(Oc2ccccc2)cc1,i,i,i,i,-7.51*,i,i,i,-15.8,-9.92*,i
CCn1c(=O)c2c(cnn2C)c2ccccc21,i,i,i,i,i,i,i,i,-4.9,i,i
O=C(COc1ccc(Cl)cc1Cl)NC(=S)N1CCCc2ccccc21,i,i,i,i,i,i,i,i,13.1*,i,i
O=C(O)C1CCN(c2nc(-c3ccccc3)nc3c2oc2ccccc23)CC1,i,i,i,i,i,i,i,i,-3.5,i,i
Cc1ccc(NC(=O)Cc2cc(C(=O)O)c3ccccc3n2)c(C)c1,i,i,i,i,i,i,i,i,-8.8,i,i
CC1=N/C(=C\c2ccc([N+](=O)[O-])cc2)C(=O)N1c1ccc(Br)c(C)c1,i,i,i,i,i,i,i,i,-1.3,i,i
CCCCOc1ccc(N(CC(=O)NC2CCCCC2)C(=O)CCC(=O)Nc2ccccn2)cc1,i,i,i,i,i,i,i,i,-3.5,i,i
COc1ccc(NC(=O)/C=C/C(=O)O)cc1Cl,i,i,i,i,i,i,i,i,1.8,i,i
Cc1c(/C=N/NC(=O)C(C)(C)Oc2ccc(Cl)cc2)cnn1C,i,i,i,i,i,i,i,i,-11.8,i,i
CC(c1ccccn1)N(Cc1ccco1)C(=S)Nc1cccc(F)c1 (stereo not drawn),i,i,i,i,i,i,i,i,-13.1,i,i
Cc1ccnc(NS(=O)(=O)c2ccc(NC(=O)C34CC5CC(CC(C5)C3)C4)cc2)n1,i,i,i,i,i,i,i,i,-6.5,i,i
O=C(COC(=O)c1ccc(Cl)nc1)Nc1c(Cl)cccc1C(F)(F)F,i,i,i,i,i,i,i,i,-13.2,i,i
CCOC(=O)c1c(NC(=O)CSc2nc3ccccc3o2)sc(C(C)=O)c1C,i,i,i,100*,i,i,i,8*,-28.5,i,i
COC(=O)C1CC(O)CN1C(=O)Nc1cccc(C(F)(F)F)c1 (stereo not drawn),i,i,i,i,i,i,i,i,-2.2,i,i
COc1ccccc1NC(=O)CSc1nnnn1C,i,i,i,i,i,i,i,i,0.8,i,i
Cc1ccc(S(=O)(=O)N2CCN(C(=O)c3c(-c4ccccc4)noc3C)CC2)cc1,i,i,i,i,i,i,i,i,-4.8,i,i
C=CCn1c(=O)n(CCOC)c(=O)c2sc3ccccc3c21,i,i,i,i,i,i,i,i,-11.9,i,i
COc1cccc(NC(=O)CN(C)C(=O)c2cc(C)on2)c1,i,i,i,i,i,i,i,i,-11.2,i,i
O=C(Nc1cccc(-c2nnc(-c3ccccc3)o2)c1)C1CCCO1 (stereo not drawn),i,i,i,i,i,i,i,i,-15.5,i,i
N#CC1=C(SCC(=O)c2ccc(Br)cc2)NC2=C(C(=O)CCC2)C1c1ccco1 (stereo not drawn),i,x,i,i,x,x,i,x,x,i,x
COc1cc2c(cc1OC)CN(C(=O)c1ccc(S(=O)(=O)N3CCCCC3)cc1)CC2,i,i,i,i,i,i,i,i,-4.5,i,i
O=C(Cc1ccc2cccnc2c1)c1ccc(O)cc1O,i,i,i,i,i,i,i,i,-5.5,i,i
COc1ccc(CN(C)C(C)C(=O)Nc2ccc(S(=O)(=O)N3CCOCC3)cc2)c(OC)c1 (stereo not drawn),i,i,i,i,i,i,i,i,1.6,i,i
CCn1c(SC)nnc1-c1ccc(S(=O)(=O)N2CCCCC2)cc1,i,i,i,i,i,i,i,i,-10.4,i,i
CCCCn1cnc2c(cnn2-c2ccc(Cl)cc2)c1=O,i,i,i,i,i,i,i,i,0.5,i,i
CN1CCC(=NNC(=O)c2cc(-c3ccc(Cl)cc3)n[nH]2)CC1,i,i,i,i,i,i,i,i,-5.5,i,i
Cc1ccc(NC(=O)COc2ccccc2C(=O)Nc2ccccc2)cc1Cl,i,i,i,i,i,i,i,i,-1.0,i,i
CC1CCCCN1S(=O)(=O)c1ccc(S(=O)(=O)NCCc2ccncc2)cc1 (stereo not drawn),i,i,i,i,i,i,i,i,-5.3,i,i
O=C(CN(c1ccc(F)cc1)S(=O)(=O)c1ccc2c(c1)OCCO2)NCc1ccccn1,i,i,i,i,i,i,i,i,-7.6,i,i
O=C1COc2ccc(S(=O)(=O)CCC(=O)N3CCN(c4cccc(Cl)c4)CC3)cc2N1,i,i,i,i,i,i,i,i,-6.8,i,i
Cc1cc2ccccc2nc1SCC(=O)NC1CCCCC1,i,i,i,i,i,i,i,i,-1.1,i,i
CCc1ccccc1N(CC)C(=O)c1cn(C)c(=O)c2cc(OC)c(OC)cc12,i,i,i,i,i,i,i,i,-10.6,i,i
CC(C)N1CCN(Cc2ccc(C#CCCO)cc2)CC1CCO (stereo not drawn),i,i,i,i,i,i,i,i,-8.4,i,i
CCCCOCCCNS(=O)(=O)c1ccccc1,i,i,i,i,i,i,i,i,-1.6,i,i
CCS(=O)(=O)n1nc(-c2ccc(Cl)cc2)nc1SC,i,i,i,i,i,i,i,i,-9.1,i,i
COc1cccc(C(=O)Nc2nnc(S(=O)(=O)N3CCOCC3)s2)c1,i,i,i,i,i,i,i,i,-5.3,i,i
OCC1(CCCc2ccccc2)CCN(C2CCSCC2)CC1,i,i,i,i,i,i,i,i,-12.4,i,i

# 7 compounds already listed, sorted by formula weight, lowest first.
SMILES,TMEM16A act,RGS4 block,MrgX1 allo act,ANO1 block,KCNK9 inh,RGS4 pot,MrgX1 ag,KCNQ1 block,hERG rescue,KCNK3 inh,KCNQ1 pot
CCCCOCCCNS(=O)(=O)c1ccccc1,i,i,i,i,i,i,i,i,-1.6,i,i
CCS(=O)(=O)n1nc(-c2ccc(Cl)cc2)nc1SC,i,i,i,i,i,i,i,i,-9.1,i,i
CN1CCC(=NNC(=O)c2cc(-c3ccc(Cl)cc3)n[nH]2)CC1,i,i,i,i,i,i,i,i,-5.5,i,i
OCC1(CCCc2ccccc2)CCN(C2CCSCC2)CC1,i,i,i,i,i,i,i,i,-12.4,i,i
Cc1ccc(NC(=O)COc2ccccc2C(=O)Nc2ccccc2)cc1Cl,i,i,i,i,i,i,i,i,-1.0,i,i
CC1CCCCN1S(=O)(=O)c1ccc(S(=O)(=O)NCCc2ccncc2)cc1 (stereo not drawn),i,i,i,i,i,i,i,i,-5.3,i,i
O=C(CN(c1ccc(F)cc1)S(=O)(=O)c1ccc2c(c1)OCCO2)NCc1ccccn1,i,i,i,i,i,i,i,i,-7.6,i,i
